Screening data from PubChem BioAssay.
Pin1 inhibitor: inhibitors of human Pin1. Q13526. Pin1 FP peptide displacement, HiFluor488, 10 min. Potency, µM (doses to about 115 µM), without a hit: top-dose activity, negative = inhibition, most hits filed as inhibitors. 390,000 tested, 0.009% active; active means well fitted inhibition curve with a large enough effect in the polarisation, with a control signal flat, not every such curve was filed as active; inconclusive means small, poorly fitted or top-dose-only effect, or effect the other way, or a change in a side signal; inactive means no such curve, though single readings can be large or run the other way; the % refers to the polarisation; further: potency means the concentration at half of the fitted maximal effect; on the % scale 0 is the no-effect control and ±100 the full control effect
Target sequence (Q13526 whole entry, looked up): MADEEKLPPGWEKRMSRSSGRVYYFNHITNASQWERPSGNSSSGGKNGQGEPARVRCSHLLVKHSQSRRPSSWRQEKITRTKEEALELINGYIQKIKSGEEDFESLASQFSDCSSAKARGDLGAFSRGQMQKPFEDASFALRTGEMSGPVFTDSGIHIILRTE
USP1 inh: blocks the human USP1/UAF1 deubiquitinase complex | O94782 | recombinant USP1/UAF1, Ub-Rhodamine cleavage fluorescence | 390,000 tested, 0.23% active | Potency, µM (top dose mostly 57.1 µM), for the others: at the highest dose activity change, negative = inhibition, hits mostly inhibitors; further: potency means the concentration at half of the fitted maximal effect; on the % scale 0 is the no-effect control and ±100 the full control effect; nearly all actives have a fitted effect of over 60% in size; inactives centre near -12
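1 nM enzyme complex + cpd, 15 min RT; start with Ub-Rho 150nM final; kinetic fluorescence ex 480/em 540, 6 reads q60 s. Buffer 50mM HEPES pH 7.8, 0.5mM EDTA, 0.1 mg/ml BSA, 1mM TCEP, 0.01% Tween-20.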
GLS inhibitor: blocks human kidney-isoform glutaminase activity; O94925; GLS enzymatic activity, qHTS titration; Potency, µM (top dose mostly 45.5 µM), without a hit: at the highest dose activity change, negative = inhibition, most hits filed as inhibitors; 410,000 tested, 0.21% active; AID 624170; further: potency means the concentration at half of the fitted maximal effect; on the % scale 0 is the no-effect control and ±100 the full control effect
Target sequence (O94925 whole entry, looked up, canonical isoform): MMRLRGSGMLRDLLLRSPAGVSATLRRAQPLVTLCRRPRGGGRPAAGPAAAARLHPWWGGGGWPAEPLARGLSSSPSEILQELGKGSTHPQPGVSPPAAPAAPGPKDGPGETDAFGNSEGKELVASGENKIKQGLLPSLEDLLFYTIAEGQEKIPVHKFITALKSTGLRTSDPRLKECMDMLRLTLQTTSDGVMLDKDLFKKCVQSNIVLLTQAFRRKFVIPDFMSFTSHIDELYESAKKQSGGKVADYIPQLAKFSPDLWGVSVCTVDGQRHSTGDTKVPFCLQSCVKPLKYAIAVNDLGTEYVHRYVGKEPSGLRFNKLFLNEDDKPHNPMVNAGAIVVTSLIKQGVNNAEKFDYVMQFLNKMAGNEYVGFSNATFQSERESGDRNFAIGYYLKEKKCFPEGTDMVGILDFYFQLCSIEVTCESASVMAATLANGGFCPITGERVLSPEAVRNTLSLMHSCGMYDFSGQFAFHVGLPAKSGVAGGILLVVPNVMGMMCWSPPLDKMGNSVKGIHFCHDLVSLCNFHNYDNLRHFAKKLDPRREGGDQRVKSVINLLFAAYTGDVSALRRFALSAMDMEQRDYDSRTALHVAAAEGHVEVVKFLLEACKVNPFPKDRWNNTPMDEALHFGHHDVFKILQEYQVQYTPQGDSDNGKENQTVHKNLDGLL
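Glutamate formation by hKGA was monitored fluorometrically using coupled glutamate oxidase, HRP and Amplex Red. Substrate was added as 1 mM L-glutamine solution; incubation was 30 min at RT after an initial read.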
PGK inhibitor: inhibitors of T. brucei phosphoglycerate kinase | Potency, µM (top dose mostly 57.5 µM), without a hit: top-dose activity change, negative = inhibition, actives largely listed as inhibitors | P07378 | PGK/GAPDH coupled, Kinase-Glo luminescence, 60 min | 380,000 tested, 0.043% active; further: potency means the concentration at half of the fitted maximal effect; on the % scale 0 is the no-effect control and ±100 the full control effect; nearly all actives have a fitted effect of over 60% in size
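Luminescent ATP detection (Kinase-Glo Plus) follows a 60-minute room-temperature incubation, with wells lacking PGK as controls. Buffer: 100 mM TEA (pH 7.6), 5 mM MgCl2, 0.01% Tween-20. Coupling enzyme GAPDH (100 nM final) supplies unstable 1,3-BPG in-well.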
HP1b chromo inh: blocks HP1-beta chromodomain binding to methylated histone tails. AlphaScreen HP1-beta / biotin-H3K9me3 peptide binding. Potency, µM (top dose mostly 114 µM), for the others: top-dose activity change, negative = inhibition, most hits filed as inhibitors. 390,000 tested, 0.56% active; further: potency means the concentration at half of the fitted maximal effect; nearly all actives have a fitted effect of over 70% in size; inactives centre near 23
Target sequence (P83916 whole entry, looked up): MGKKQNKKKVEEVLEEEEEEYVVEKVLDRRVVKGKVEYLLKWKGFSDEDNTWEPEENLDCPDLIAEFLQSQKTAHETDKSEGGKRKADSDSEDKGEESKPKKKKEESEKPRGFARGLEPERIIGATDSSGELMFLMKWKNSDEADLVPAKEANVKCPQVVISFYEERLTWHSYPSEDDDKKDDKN
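AlphaScreen: HP1-beta (50 nM) preformed 30 min with biotin-H3(1-18)K9me3 peptide (50 nM) in PBS pH 7.4, 0.01% Tween-20. Compound added for 30 min at RT, then streptavidin donor/nickel chelate acceptor beads (10 ug/mL) for 30 min.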
TrxR1 inh: blocks rat thioredoxin reductase 1. recombinant rTrxR1, NADPH fluorescence consumption, selenite substrate. 390,000 tested, 1% active. AID 588453. Potency, µM (titrated, usually from 114 µM), without a hit: at the highest dose activity change, negative = inhibition, most hits filed as inhibitors. O89049; further: potency means the concentration at half of the fitted maximal effect; on the % scale 0 is the no-effect control and ±100 the full control effect; nearly all actives have a fitted effect of over 65% in size
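Rat TrxR1 (90 nM in the dispensed reagent) was pre-reduced with 400 uM NADPH for 5 min at room temperature, then incubated with compound for 15 min. After 400 uM selenite was added, NADPH fluorescence (Ex 340/Em 450 nm) was followed for 8 min.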
mIDH1 inhibitor: human IDH1 R132H inhibition; O75874; 390,000 tested, 0.093% active; Potency, µM (series often up to 76.6 µM), for inactives: at the highest dose activity change, negative = inhibition, hits mostly inhibitors; IDH1-R132H enzyme, NADPH consumption, diaphorase/resazurin fluorescence; further: potency means the concentration at half of the fitted maximal effect; on the % scale 0 is the no-effect control and ±100 the full control effect; nearly all actives have a fitted effect of over 65% in size
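IDH1-R132H (0.5 ug/mL) preincubated 30 min with compound, then NADPH (0.016 mM) and alpha-KG (2 mM) added; 80 min at RT, pH 7.5. Remaining NADPH coupled via diaphorase/resazurin to fluorescence (540/590 nm); concentration-response curves normalized to no-enzyme control.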
PI4K2A inh: PI4K2A (human) kinase inhibition. Q9BTU6. purified PI4K2A, ADP-Glo luminescence, 1 h; active compounds read low. activity change, negative = inhibition, % at 76.9 µM. 420,000 tested, 0.13% active; in the data active means activity change below about -50%; inconclusive means mostly about -30% to -49%;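 further: -100% = wells without enzyme as full effect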
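Compounds are screened against recombinant PI4K2A using PI as substrate and ATP, the latter dispensed at 300 microM. Reactions run one hour at ambient temperature before ADP-Glo detection; full inhibition defined by wells lacking enzyme.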
TrxR1 substrate: rat thioredoxin reductase 1 substrate activity. purified TrxR1 substrate turnover, NADPH consumption readout. 390,000 tested, 0.01% active. O89049. Potency, µM (doses to about 114 µM), inactives show at the highest dose activity change, negative = substrate turnover. AID 588456; further: potency means the concentration at half of the fitted maximal effect; on the % scale 0 is the no-effect control and ±100 the full control effect; nearly all actives have a fitted effect of over 50% in size
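Rat TrxR1, dispensed at 90 nM, was prereduced with 400 uM NADPH (final) for 5 min at ~22 deg C, then incubated with compound 15 min before 400 uM selenite. A first-read NADPH fluorescence drop versus no-compound background flagged substrates.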
* = called active by the depositor; i = inactive; ? = inconclusive; . = not tested or not shown; [ ] = another dose, or the depositor's remark. Unless noted, the call rests on the fitted dose curve; in most records, active means well fitted curve in the direction sought with a large enough effect; inconclusive means small, poorly fitted or top-dose-only effect, or another doubt; inactive means no such curve, though single readings can be large; an effect the other way counts as inactive or inconclusive.

Every second line gives: PGK inhibitor	Pin1 inhibitor	GLS inhibitor	USP1 inh	TrxR1 substrate	mIDH1 inhibitor	PI4K2A inh	HP1b chromo inh	TrxR1 inh
CCOC(=O)Cn1c(=O)n(C2CCCCC2)c2nc(-c3ccc(OCC)cc3)nc(C(N)=O)c21
  9%	7%	2%	-8%	7%[57.1 µM]	-11%	4	25%[57 µM]	9%[57.1 µM]
COc1ccccc1N1CCN(C(=S)Nc2ccc(F)cc2)CC1
  -5%	-10%	4%	-7%	-2%	3%	3	8%	12%
CCOP(=O)(OCC)C(O)c1cc(OC)c(OC)c(OC)c1 (centres undefined)
  -8%	-1%	1%	-9%	8%	-1%	1	54%[activator]	17%
O=C(OC(C(=O)NC1CCCC1)c1cccnc1)C1=Cc2ccccc2OC1 (centres undefined)
  4%	8%	15%	-5%	1%	13%	-4	14%	0%
CC(C)(C)OC(=O)C[C@H]1C/C=C\C[C@H](CC(=O)N[C@H](CO)Cc2ccccc2)C(=O)N2CCC[C@H]2COC1=O
  -3%	0%	8%	-8%	-2%	-9%	-2	31%	7%
COc1ccc(C(=O)NC2CC2)cc1OC1CCN(Cc2ccc(F)cc2Cl)CC1
  -3%	-3%	12%	0%	-10%	-3%	-8	18%	-4%
Cn1c(-c2ccccn2)[n+](C)c2ccccc21
  1%	1%	-1%	-18%	0%[11.4 µM]	14%	4	29%	3%[11.4 µM]
O=C(Nc1nccs1)c1ccc(Br)c(S(=O)(=O)N2CCCC2)c1
  0%	-9%	-1%	-19%	-10%	3%	0	34%	-13%
O=C(COC(=O)c1cccc(Cl)c1Cl)NCc1cccs1
  -2%	-6%	1%	-16%	7%	-9%	1	45%[activator]	17%
CCn1c(=O)c(C(=O)NNS(=O)(=O)c2ccc(NC(=O)OC)cc2)c(O)c2ccccc21
  -8%	9%	?	-19%	0%[57.1 µM]	-17%	1	35%	20%[57.1 µM]
O=C(NCC1CC1)c1ccccc1Cl
  -1%	1%	-1%	-12%	4%	-7%	2	13%	15%
O=C(Cc1ccc(F)cc1)Nc1nnc2n1CCS2
  i	-3%	-16%	-6%	3%[57.1 µM]	-24%	-2	6%[57 µM]	26%[57.1 µM]
CCCCCC(=O)NNC(=O)Nc1ccccc1
  i	6%	-2%	-11%	0%	0%	3	33%	5%
CC(=O)Oc1ccc(-c2cc3ccc(OC(C)=O)cc3oc2=O)cc1
  -1%	8%	2%	-1%	72%[activator]	3%	-4	23%	38%[activator]
CC(=O)N/N=C(\C)CC(=O)Nc1cccc2c1CCCC2
  -9%	2%	2%	-6%	6%[57.1 µM]	1%	-2	26%	22%[57.1 µM]
Cc1sc(N)nc1-c1ccccc1
  -10%	-4%	-4%	-11%	10%[57.1 µM]	1%	0	-6%	12%[57.1 µM]
CCN(CC)C(=O)Oc1ccc(Br)cc1C(=O)Nc1ccc(F)cc1F
  2%	-10%	2%	11%	5%[57.1 µM]	1%	-5	17%	9%
COc1nc(NCc2ccco2)nc(NC2CCCCC2)n1
  6%	35%[activator]	-2%	-10%	-8%	4%	-3	31%	-13%
COc1ccc(C(C)=O)c2c(O)cccc12
  2%	5%	24%	-1%	-10%	6%	-16	11%	-13%
Cc1cc(C)nc(N2CCCC(C(=O)Nc3cccc(Cl)c3)C2)n1 (centres undefined)
  -5%	4%	2%	-23%	0%	0%	3	18%	16%
CCCc1cc2c(=O)c(-c3ccc4c(c3)OCCO4)c(C)oc2cc1OS(C)(=O)=O
  -12%	?	2%	-24%	1%[57.1 µM]	-3%	16	-2%	8%[57.1 µM]
CCn1c(=O)c2sccc2n2c(CCCC(=O)Nc3ccc(Oc4ccccc4)cc3)nnc12
  -9%	3%	6%	-3%	3%	0%	2	46%[activator]	21%
CN(C)S(=O)(=O)Oc1ccsc1C(=O)Nc1ccc(Cl)cc1
  -8%	7%	0%	-14%	22%[57.1 µM]	1%	-3	111%[activator]	15%[57.1 µM]
NC(=O)c1ccc(NC(=O)COC(=O)c2ccc(Br)o2)cc1
  i	-2%	0%	-25%	6%	0%	0	23%	29%
Clc1cc2nc3ccccn3c2cc1Cl
  -11%	?	6%	3%	75%[activator][57.1 µM]	2%	5	41%[activator]	16%[57.1 µM]
O=S(=O)(c1ccc(OC(F)(F)F)cc1)N1CCN(c2nc(-c3cccs3)nc3ccccc23)CC1
  .	9%	.	.	5%	.	.	38%[activator]	2%
C=CC[C@H](CC(=O)N(CCO)Cc1ccccc1)C(=O)NC[C@H](OC(=O)[C@@H](CC=C)Cc1ccc(F)cc1)c1ccccc1
  -1%	2%	-1%	-16%	-9%	-1%	4	14%	20%
Cc1cccc(C(=O)NCCN(C)C)c1
  i	-4%	9%	-16%	10%[57.1 µM]	-1%	-3	24%	22%[57.1 µM]
O=C(CSc1cn(Cc2cccc(F)c2)c2ccccc12)NCc1ccc(F)cc1
  -7%	2%	1%	-24%	2%[57.1 µM]	4%	-4	34%	-3%[57.1 µM]
Cc1[nH]c2ccc(F)cc2c(=O)c1SC(F)(F)C(F)C(F)(F)F (centres undefined)
  -4%	15%	-2%	-19%	0%	4%	3	28%	3%
O=C(CSc1nc(=O)[nH]c2c1CCC2)Nc1cc(C(F)(F)F)ccc1Cl
  -7%	4%	6%	?	9%[57.1 µM]	14%	1	11%	16%[57.1 µM]
Cc1ccc(S(=O)(=O)N(Cc2ccccc2)c2ccccc2C(=O)NCc2ccco2)cc1
  -10%	31%[activator]	-28%	-24%	-1%	6%	-8	9%	-30%
Cc1ccccc1Nc1c(-c2ccc(N3CCOCC3)cc2)nc2ccc(Br)cn12
  -5%	0%	1%	-13%	-4%	15%	-3	?	11%
Cc1cc(C(=O)CSc2nnc(N)s2)c(C)n1C1CC1
  8%	6%	-1%	-7%	-2%[57.1 µM]	-4%	-5	22%	-9%[57.1 µM]
CC(C(=O)OCC(=O)c1c(N)n(C)c(=O)n(C)c1=O)N1C(=O)c2ccccc2C1=O (centres undefined)
  -5%	-2%	7%	-20%	9%[57.1 µM]	-1%	-2	19%	9%[57.1 µM]
CCOc1ccc(N2CC(C)Cn3c2nc2c3c(=O)n(CC(=O)O)c(=O)n2C)cc1 (centres undefined)
  0%	3%	?	-9%	-6%	2%	-6	21%	3%
Cc1ccc(-n2c3c(cc(C(=O)N4CCN(C)CC4)c2=O)C(=O)CC(C)(C)C3)cc1
  -3%	-1%	1%	-12%	0%	4%	2	18%	-1%
C#CCOCCOCCOCCNc1nc(N2CCOCC2)nc(N2CCN(C(=O)[C@H]([C@@H](C)CC)n3cc([C@@H](N)CC(C)C)nn3)CC2)n1
  -9%	1%	6%	-4%	8%[57.1 µM]	-6%	-2	31%	12%[57.1 µM]
CCN(CC)CCN1C(=O)C(O)=C(C(=O)c2cc3cccc(OC)c3o2)C1c1cccs1 (centres undefined)
  2%	2%	19%	-18%	-6%	-9%	-3	1%	-15%
CNC(=S)N(Cc1ccc2c(c1)OCO2)C1CC(=O)N(c2ccccc2)C1=O (centres undefined)
  -1%	-9%	-4%	-19%	-7%	-6%	-2	-13%	1%
COCCOC1CCN(C(=O)C2CCC(=O)N(CCc3ccc(OC)cc3)C2)CC1 (centres undefined)
  i	0%	-4%	-17%	-7%	-4%	1	30%	-11%
COc1ccc(N(Cc2ccccc2)S(=O)(=O)c2cccc(C(=O)NC3=NCCS3)c2)cc1
  -3%	22%	-8%	-20%	-3%	5%	-6	33%	2%

Compounds above with a CF3 group:
Every second line gives: PGK inhibitor	Pin1 inhibitor	GLS inhibitor	USP1 inh	TrxR1 substrate	mIDH1 inhibitor	PI4K2A inh	HP1b chromo inh	TrxR1 inh
O=S(=O)(c1ccc(OC(F)(F)F)cc1)N1CCN(c2nc(-c3cccs3)nc3ccccc23)CC1
  .	9%	.	.	5%	.	.	38%[activator]	2%
Cc1[nH]c2ccc(F)cc2c(=O)c1SC(F)(F)C(F)C(F)(F)F (centres undefined)
  -4%	15%	-2%	-19%	0%	4%	3	28%	3%
O=C(CSc1nc(=O)[nH]c2c1CCC2)Nc1cc(C(F)(F)F)ccc1Cl
  -7%	4%	6%	?	9%[57.1 µM]	14%	1	11%	16%[57.1 µM]

Entries of single compounds as entered above:
Profile of CCn1c(=O)c2sccc2n2c(CCCC(=O)Nc3ccc(Oc4ccccc4)cc3)nnc12 : PGK inhibitor = -9%; Pin1 inhibitor = 3%; GLS inhibitor = 6%; USP1 inh = -3%; TrxR1 substrate = 3%; mIDH1 inhibitor = 0%; PI4K2A inh = 2; HP1b chromo inh = 46%[activator]; TrxR1 inh = 21%
Profile of COc1ccc(N(Cc2ccccc2)S(=O)(=O)c2cccc(C(=O)NC3=NCCS3)c2)cc1 : PGK inhibitor = -3%; Pin1 inhibitor = 22%; GLS inhibitor = -8%; USP1 inh = -20%; TrxR1 substrate = -3%; mIDH1 inhibitor = 5%; PI4K2A inh = -6; HP1b chromo inh = 33%; TrxR1 inh = 2%

The list is partial (hit frequency here may not be typical).
